PI5P4Ka inh – qHTS for Inhibitors of phosphatidylinositol 5-phosphate 4-kinase (PI5P4K). PI5P4Kalpha enzyme, ADP-Glo luminescence, 60 min; active compounds read low. max response, %. 330,000 compounds, 1.2% hits. AID 652105, 2013; active = max response of -50% or lower; inconclusive = between -30% and -50%; inactive = -30% or higher; also: value at the top dose of about 77 µM; % is scaled to controls: 0 for no effect and ±100 for the full control effect
Target sequence (P48426 whole entry, looked up): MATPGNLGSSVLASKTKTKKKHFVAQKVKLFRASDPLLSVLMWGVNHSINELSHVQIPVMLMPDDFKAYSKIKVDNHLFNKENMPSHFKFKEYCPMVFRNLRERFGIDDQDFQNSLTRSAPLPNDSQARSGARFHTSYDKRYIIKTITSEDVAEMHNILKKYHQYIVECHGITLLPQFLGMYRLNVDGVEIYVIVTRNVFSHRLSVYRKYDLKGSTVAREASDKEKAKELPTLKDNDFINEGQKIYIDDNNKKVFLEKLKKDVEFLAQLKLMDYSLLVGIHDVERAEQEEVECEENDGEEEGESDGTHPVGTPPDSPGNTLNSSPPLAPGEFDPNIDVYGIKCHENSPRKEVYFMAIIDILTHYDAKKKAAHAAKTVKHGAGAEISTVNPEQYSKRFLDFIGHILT
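qHTS, 1536-well: enzyme/substrate mix, compound by pin tool, 5 microM ATP final; RT 60 min; ADP-Glo reagents 1 (45 min) then 2 (30 min); luminescence.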
MmCpn inh – Inhibitors of TCP-1 ring complex (TRiC) of Methanococcus maripaludis (MmCpn): qHTS; 330,000 compounds, 0.031% hits; Potency, µM (series often up to 76.9 µM), without a hit: at the highest dose activity, negative = inhibition, hits mostly inhibitors; purified Mm-Cpn ATPase, ADP Transcreener TR-FRET; Chaperonin Mm-Cpn (Methanococcus maripaludis); also: potency is read from the fitted curve at half-maximal effect; % is scaled to controls: 0 for no effect and ±100 for the full control effect; nearly all actives have a fitted effect of over 80% in size
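Eu-cryptate anti-ADP/ADP-d2 competition gives a ratio inversely related to ADP. Enzyme at 25 nM was pre-exposed to compound for 10 min, then given 10 uM ATP for 30 min, 37°C throughout.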
CCT modulator – High-Throughput Screening for Modulators of Cytosolic Chaperonin Activity; AID 651819, 2012; 360,000 compounds, 0.3% hits; activity change, % (concentration not given with the values), hits read low; purified chaperonin ATPase assay, HTRF ADP detection, 30 min; in the data active = activity change below about -30%; also: % is scaled to controls: 0 for no effect and ±100 for the full control effect
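Nucleotide hydrolysis assay: TRiC at 20–40 nM final (set by batch activity) with 10 uM ATP, 30 min at 37 °C, in presence of 76 uM compound. Detection by competitive ADP HTRF, 30 min ambient.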
EPAC2 antag – qHTS for Antagonist of cAMP-regulated guanine nucleotide exchange factor 2 (EPAC2): primary screen; EPAC2 GEF exchange of Rap1B-BODIPY-GDP, fluorescence; Rap guanine nucleotide exchange factor 4 (Homo sapiens), Q8WZA2; 360,000 compounds, 0.18% hits; Potency, µM (doses to about 114 µM), for the others: top-dose activity, negative = inhibition, most hits filed as inhibitors; also: potency is read from the fitted curve at half-maximal effect; % is scaled to controls: 0 for no effect and ±100 for the full control effect; nearly all actives have a fitted effect of over 45% in size; many of its hits are not listed in these tables
EPAC1 antag – qHTS for Antagonist of cAMP-regulated guanine nucleotide exchange factor 3 (EPAC1): primary screen; Rap guanine nucleotide exchange factor 3 (Homo sapiens), O95398; EPAC1 GEF assay, Rap1b-BODIPY-GDP exchange fluorescence; Potency, µM (highest dose often 115 µM), without a hit: at the top dose activity change, negative = inhibition, usual class: inhibitors; 360,000 compounds, 0.14% hits; AID 720709, 2013;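 also: potency is read from the fitted curve at half-maximal effect; plate controls were vehicle for no effect and positive control for full effect; nearly all actives have a fitted effect of over 50% in size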
WRN inhibitor – qHTS for Inhibitors of WRN Helicase | Bifunctional 3'-5' exonuclease/ATP-dependent helicase WRN (Homo sapiens), Q14191 | WRN helicase unwinding, fluorescent forked duplex, kinetic | Potency, µM (titrated, usually from 114 µM), without a hit: top-dose activity change, negative = inhibition, most hits filed as inhibitors | 360,000 compounds, 0.46% hits | AID 651768, 2012; also: potency is read from the fitted curve at half-maximal effect; % is scaled to controls: 0 for no effect and ±100 for the full control effect; nearly all actives have a fitted effect of over 55% in size
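Fluorescence dequenching readout, ex 525 nm/em 598 nm, kinetic mode: forked duplex DNA (100 nM final) with adjacent fluorophore and quencher unwound by WRN (20 nM final) with 2 mM ATP. Compound preincubation 15 min, room temperature.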
EPAC1 ag – qHTS for Agonist of cAMP-regulated guanine nucleotide exchange factor 3 (EPAC1): primary screen; Rap guanine nucleotide exchange factor 3 (Homo sapiens), O95398; EPAC1 agonist qHTS, biochemical assay; response scale: 100% = response to 6.5 mM cAMP; Potency, µM (highest dose often 154 µM), for inactives: top-dose activation, most hits filed as activators; 360,000 compounds, 0.073% hits; AID 720707, 2013; also: potency is read from the fitted curve at half-maximal effect; nearly all actives have a fitted effect of over 60% in size
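Nucleotide exchange by EPAC1 (100 nM) on Rap1B–BODIPY-GDP (250 nM) in the presence of 50 uM GDP is tracked fluorescently at 480/540 nm over 30 min. Signals are normalized to a 6.5 mM cAMP control.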
PLK1 PBD block – qHTS for Inhibitors of PLK1-PDB (polo-like kinase 1 - polo-box domain): Primary Screen | Plk1 PBD binding of FITC phosphopeptide, fluorescence polarization | Potency, µM, without a hit: max response, negative = inhibition, actives largely listed as inhibitors | 360,000 compounds, 2.8% hits; also: potency is read from the fitted curve at half-maximal effect; series mostly up to about 57 µM; % is scaled to controls: 0 for no effect and ±100 for the full control effect; nearly all actives have a fitted effect of over 65% in size
Target sequence (P53350 whole entry, looked up, the tested form may be a part): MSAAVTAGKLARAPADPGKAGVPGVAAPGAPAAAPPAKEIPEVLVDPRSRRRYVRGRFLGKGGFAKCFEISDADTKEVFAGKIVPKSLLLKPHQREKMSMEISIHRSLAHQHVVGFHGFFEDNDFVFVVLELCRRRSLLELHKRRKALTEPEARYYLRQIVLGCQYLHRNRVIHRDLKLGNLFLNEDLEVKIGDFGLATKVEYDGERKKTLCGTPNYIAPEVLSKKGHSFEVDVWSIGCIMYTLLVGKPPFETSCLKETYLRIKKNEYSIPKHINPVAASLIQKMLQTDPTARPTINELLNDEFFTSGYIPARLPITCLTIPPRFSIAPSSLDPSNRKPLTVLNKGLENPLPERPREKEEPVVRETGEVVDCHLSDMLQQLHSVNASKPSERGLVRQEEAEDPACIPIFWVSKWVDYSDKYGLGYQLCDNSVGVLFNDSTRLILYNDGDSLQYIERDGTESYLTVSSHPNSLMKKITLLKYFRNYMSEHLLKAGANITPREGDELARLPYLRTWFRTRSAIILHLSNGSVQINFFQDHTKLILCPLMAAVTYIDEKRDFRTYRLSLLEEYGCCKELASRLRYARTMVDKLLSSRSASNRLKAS
The depositor's hits bear a star; ? = inconclusive; · = not tested or not shown; [ ] = another dose, or the depositor's remark. Unless noted, calls follow the shape of the dose curve; as a rule, active = well fitted curve in the direction sought with a large enough effect; inconclusive = small, poorly fitted or top-dose-only effect, or another doubt; inactive = no such curve, though single readings can be large; an effect the other way counts as inactive or inconclusive.

structure,PI5P4Ka inh,MmCpn inh,CCT modulator,EPAC2 antag,EPAC1 antag,WRN inhibitor,EPAC1 ag,PLK1 PBD block
CCc1ccc(C(=O)CSc2nc3ccccc3c(=O)[nH]2)cc1,-1,-5%,-2.2,8%[57.1 µM],3%,8%,2%,0%
CC(C)CC1NC(=O)c2cc3ccccc3cc2-n2c1nc1ccc(F)cc1c2=O (stereo not drawn),-9,·,1.9,4%,28%,-1%,-15%,-4%
Cc1ccc(C(=O)NC2CCN(S(=O)(=O)c3ccc(F)cc3)CC2)cc1,-1,-3%,0.6,8%,-7%,5%,12%,-4%
COc1cc(OC)nc(C(NC(=O)C2CCN(Cc3ccc(Oc4ccccc4)cc3)CC2)c2ccccc2C)n1 (stereo not drawn),11,·,0.9,3%,2%,-3%,8%,-4%
CN(c1ccccc1)S(=O)(=O)c1cccc(NC(=O)COc2ccccc2)c1,1,0%,-4.4,-11%,?,-13%,12%,-9%
CCN(CC)S(=O)(=O)c1ccc(C(=O)NC2=C(C(=O)OC)SCC2)cc1,·,1%,-1.5,5%,-13%,-3%,6%,0%
c1ccc(Nc2cccc(Nc3ccccc3)c2)cc1,-1,-1%,-1.7,0%,-23%,-5%,25%,1%
CCN(CC(=O)NCc1ccc(F)cc1)CC(O)COCc1cccc(OC)c1 (stereo not drawn),8,0%,-3.1,-5%,-3%,12%,6%,-27%
CNc1cncc(-c2ccc(O)cc2)n1,-1,·,1.0,1%,1%,1%,4%,4%
O=C(c1ccc(Cl)cc1)N1CCn2c1nc1ccccc12,-5,-3%,0.1,16%,-6%,1%,-8%,7%
Cc1ncsc1CCOC(=O)c1ccc(N2CCOCC2)c([N+](=O)[O-])c1,2,2%,-1.1,2%,12%,5%,1%,8%
COc1ccc(C)c2sc(N(CCCN(C)C)C(=O)c3ccc(S(=O)(=O)N(C)C)cc3)nc12,1,2%,-4.1,0%,12%,0%,5%,0%
C[C@H](NC(=O)C1(c2ccccc2)CCN(C(=O)OC(C)(C)C)CC1)C(=O)N[C@@H](C(=O)O)c1ccccc1,-2,0%,-3.2,17%,1%,-4%,3%,-2%
O=S1(=O)CCN(Cc2ccccc2C(F)(F)F)CC1,5,2%,0.9,-2%,3%,-4%,4%,-3%
COc1ccc(CCNC(=O)c2cnc3ccccc3n2)cc1,0,1%,0.7,-17%,4%,-6%,0%,-5%
CCn1c(CCc2nc3ccccc3[nH]2)n[nH]c1=S,5,0%,0.5,7%,-9%,-3%,18%,-18%
COCCN(C(=O)c1cc(OC)c(OC)c(OC)c1)c1c(N)n(Cc2ccccc2)c(=O)[nH]c1=O,1,0%,-1.1,4%,-9%,-8%,7%,-17%
COc1ccc(CN(C(=O)CSc2nnc(-c3c[nH]c4ccccc34)o2)c2ccc(F)cc2)cc1OC,5,-3%,1.7,12%,6%,-5%,6%,2%
O=[N+]([O-])c1ccc(CSc2nc3ccccc3o2)cc1,·,?,1.4,?,-1%,-17%,10%,?
O=C(Nc1ccc(Br)cn1)c1ccc([N+](=O)[O-])o1,-2,0%,0.7,6%,18%,-3%,-5%,-9%
CCCNC(=O)c1nn2cc(Br)cnc2c1Br,-24,-1%,0.2,2%,0%,-16%,10%,-2%
c1cncc(-c2nn3cnnc3s2)c1,1,0%,-1.8,4%,16%,-3%,5%,-6%
COc1cccc(NC(=O)CN2CCSc3ccccc32)c1,-13,1%,-2.0,-8%,-3%,-2%,-8%,-1%
CC(C)S(=O)(=O)C1=NSC2=NC(=O)/C(=C\c3ccc(-c4ccccc4)o3)C(=N)N21,-102*,-1%,1.1,?,9%,?,7%,30µM*
N#CC1=C2N=C(N)c3ccccc3N2C2=C(C(=O)CCC2)C1c1cccc(Cl)c1 (stereo not drawn),-4,-2%,1.8,?,-18%,-13%,6%,-5%
COc1ccccc1CNC(=O)c1cccc2c1C(=O)N(Cc1cccnc1)C2,-10,2%,-0.1,6%,-8%,2%,-1%,-26%
Cc1ccc(S(=O)(=O)N2CCCCC2)cc1NC(=O)CCNC(=O)c1ccc([N+](=O)[O-])cc1,-19,4%,-2.2,15%,-3%,-14%,-5%,-5%
O=C(CN1CCN(Cc2ccccc2)CC1)Nc1nnc(C(F)(F)F)s1,0,-3%,-0.4,1%,1%,5%,-6%,-5%
CCC(Oc1ccccc1)C(=O)O/N=C(\N)c1ccc(OC)c(OC)c1 (stereo not drawn),18,-1%,1.8,-14%,-23%,-12%,8%,?
OCCC1CN(Cc2nc3ccccc3s2)CCN1C1CCCCC1 (stereo not drawn),14,0%,2.0,-3%,-2%,3%,4%,-9%
Cc1c(NS(=O)(=O)c2cccc(C(=O)N3CCC(C)CC3)c2)c(=O)n(-c2ccccc2)n1C,0,-1%,-1.3,13%,1%,4%,-2%,-5%
CCOC(=O)N1CCN(C(=O)c2cn(C)c3ccc(S(=O)(=O)N4CCOCC4)cc3c2=O)CC1,5,-1%,-3.3,5%,-2%,0%,7%,3%
Nc1ccccc1C(=O)N/N=C1/C2CN3CCN(C2)CC1(Cc1ccccc1)C3,-2,0%,0.5,-5%,13%,-2%,7%,-7%
NC(=O)c1cc2c(s1)-c1cc(Cl)ccc1SC2,6,-21%,-0.8,-2%,-2%,-4%,11%,0%
Cc1ccc(Cc2c(-c3cccc(Cl)c3)nc3ccc(Cl)cn23)cc1,12,·,0.5,-12%,-7%,-9%,9%,-1%
COC(=O)N1CC(C)N(C(=O)OC)CC1C (stereo not drawn),8,1%,-1.6,5%,4%,3%,-1%,-5%
CCN(CC)S(=O)(=O)c1ccc(-c2ccc(S(=O)(=O)N(CC)CC)cc2)cc1,-5,2%,0.4,3%,-1%,1%,5%,-10%
Cc1ccc(NS(=O)(=O)c2ccc3c(c2)n(C)c(=O)c(=O)n3C)c(C)c1,0,-2%,-1.4,-8%,14%,-9%,2%,?
COCCNC(=O)C1(C)Cc2c(-c3cccc(C(F)(F)F)c3)ccnc2O1 (stereo not drawn),-2,·,1.5,4%,-16%,6%,-2%,-1%
CN(C)CCCNC(=O)c1cc(Br)ccc1Cl,·,1%,-1.0,-3%,-2%,-6%,5%,0%
CCn1c(CSCc2ccc(Cl)cc2)n[nH]c1=S,-17,-4%,0.9,-4%,14%,10%,0%,-15%
COc1cc(C(=O)NCCc2ccc(S(N)(=O)=O)cc2)ccc1OCc1c(C)noc1C,-8,-3%,0.0,-1%,-14%,4%,-1%,-4%
COc1ccccc1C(=O)NNC(=O)c1csc(N2CCOCC2)n1,6,0%,-0.5,10%,2%,2%,-3%,-1%
COc1ccccc1NC(=O)CSc1nnc(COc2ccc(Cl)cc2)o1,-1,2%,-0.8,-9%,-1%,-5%,4%,-9%
CCOc1ccc(S(=O)(=O)Nc2cccc(-c3ccc(N4CCCCCC4)nn3)c2)cc1,0,-2%,-2.2,2%,9%,1%,14%,-18%
O=C(Nc1ccc(NC(=O)C2CC2)cn1)c1ccccc1,-1,0%,2.5,8%,5%,8%,-2%,1%
CCN(CC)S(=O)(=O)c1ccc(NC(=O)CSc2nnc(-c3ccc(F)cc3)o2)cc1,·,1%,-3.6,-2%,6%,-8%[57.1 µM],-3%,-4%
O=C(O)c1ccc(S(=O)(=O)N(Cc2ccccc2)Cc2ccccc2)cc1,-4,0%,0.2,-6%,-7%,3%[57.1 µM],2%,-17%
Cc1ccc(N/C=C/C(=O)C(C)(C)C)c(O)c1,·,0%,-2.5,-12%,-15%,-24%,11%,-3%
O=C(NCc1ccccn1)C1CC(c2ccc(Cl)c(Cl)c2)=NO1 (stereo not drawn),?,2%,0.4,-1%,-2%,-2%[57.1 µM],1%,-3%
CCOC(=O)C1(Cc2ccccc2C)CCCN(C(=O)c2cc(CC)nn2C)C1 (stereo not drawn),0,0%,-0.8,-1%,-5%,3%,-1%,-9%
Cc1ccccc1NC(=O)/C(C#N)=C/c1ccc(-c2ccc(Cl)c(C(=O)O)c2)o1,-29,-4%,1.6,-2%,-28%,?,-3%,-2%
CC1CCN(S(=O)(=O)c2nnc(NC(=O)COc3ccccc3)s2)CC1,-1,1%,-1.6,-10%,-2%,-3%,10%,-4%
Clc1ccc(N/N=C/c2ccncc2)cc1Cl,1,2%,-1.0,-1%,-1%,-20%,8%,-9%
COC(C(=O)N/N=C(\C)CC(=O)Nc1ccc(N(C)C)cc1)c1ccccc1 (stereo not drawn),4,-3%,-4.3,5%,4%,4%,-4%,0%
NC(=O)CCN1CCN(Cc2nc(C(c3ccccc3)c3ccccc3)no2)CC1,0,-1%,0.0,-2%,6%,0%,5%,-9%
O=C(CCN1C(=O)C2C3C=CC(C3)C2C1=O)NC1CCCc2ccccc21 (stereo not drawn),1,1%,-0.6,4%,3%,-2%,-6%,-1%
CCN(CC)C(=O)Cc1cn(C)c2ccccc12,5,-3%,-2.9,12%,18%,7%,5%,-3%
COC(=O)c1c(-c2c(Cl)cccc2Cl)noc1NC(=O)NN1CCCCC1,0,1%,-0.2,-25%,-11%,-11%,9%,-10%
Cc1c(NS(=O)(=O)c2ccc([N+](=O)[O-])cc2)c(=O)n(-c2ccccc2)n1C,7,-1%,0.1,5%,1%,-8%,2%,-7%

Exported with values under each structure: entries from further up
Every second line gives: PI5P4Ka inh | MmCpn inh | CCT modulator | EPAC2 antag | EPAC1 antag | WRN inhibitor | EPAC1 ag | PLK1 PBD block
- CCOC(=O)C1(Cc2ccccc2C)CCCN(C(=O)c2cc(CC)nn2C)C1 (stereo not drawn)
    0 | 0% | -0.8 | -1% | -5% | 3% | -1% | -9%
- NC(=O)CCN1CCN(Cc2nc(C(c3ccccc3)c3ccccc3)no2)CC1
    0 | -1% | 0.0 | -2% | 6% | 0% | 5% | -9%

Assay outcomes deposited in PubChem by National Center for Advancing Translational Sciences (NCATS).

A portion of the library; rates above refer to the full screens.
